# Screening results as filed in PubChem.
# TAAR1 agonist: human TAAR1 agonism. Q96RJ0. CHO RD-HGA16 TAAR1, Fluo-8 calcium fluorescence; vehicle wells 0%, saturating PEA agonist 100%. activation, % at 3 µM. 0.99% of 360,000 active. AID 624467;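 active = activation above the mean activation of all test compounds in the run plus 3 SD, cut at about 38% in these data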
# Target sequence (Q96RJ0 whole entry, looked up): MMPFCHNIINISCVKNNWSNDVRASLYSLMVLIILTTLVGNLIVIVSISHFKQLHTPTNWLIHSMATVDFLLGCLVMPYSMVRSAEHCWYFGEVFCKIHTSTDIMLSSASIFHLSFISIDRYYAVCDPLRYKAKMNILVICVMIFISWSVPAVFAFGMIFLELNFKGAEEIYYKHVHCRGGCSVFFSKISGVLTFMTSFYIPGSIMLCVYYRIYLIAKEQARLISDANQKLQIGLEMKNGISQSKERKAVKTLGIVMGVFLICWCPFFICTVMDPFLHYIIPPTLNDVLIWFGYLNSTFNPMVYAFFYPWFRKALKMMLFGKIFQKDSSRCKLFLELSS
#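 System: CHO RD-HGA16 cells carrying human TAAR1 plus Gα16; Incubation: 17-24 h seeding, 75 min 37 °C dye, 30 min RT; Measured by: Fluo-8 fluorescence, 5 s baseline then 140 s kinetic read; Control set: DMSO and PEA EC100; Replication: single well for each compound.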
# M1 ag parental: counter-screen for M1 agonists: effect in parental CHO-K1 cells. Fluo-8 calcium fluorescence; scaled to maximal ATP response, vehicle zero. 0.48% of 360,000 active. activation, % at 3 µM. AID 602248; in the data active = activation above about 15%;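 note: untransfected CHO-K1 host cells lacking M1 receptor as counterscreen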
# CHRM1 antagonist: human CHRM1 antagonism; 1.3% of 360,000 active; CHO-K1 hM1, Fluo-8 calcium fluorescence, ACh EC80 antagonist; inhibition, % at 3 µM; AID 588852;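 active = percent inhibition above its own plate's cutoff, namely the mean of that plate's compound wells plus 3 SD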;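 note: peak over basal fluorescence ratio during 140 s after agonist addition; 0% = ACh EC80 plus DMSO and 100% = DMSO alone without agonist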
# Target sequence (P11229 whole entry, looked up): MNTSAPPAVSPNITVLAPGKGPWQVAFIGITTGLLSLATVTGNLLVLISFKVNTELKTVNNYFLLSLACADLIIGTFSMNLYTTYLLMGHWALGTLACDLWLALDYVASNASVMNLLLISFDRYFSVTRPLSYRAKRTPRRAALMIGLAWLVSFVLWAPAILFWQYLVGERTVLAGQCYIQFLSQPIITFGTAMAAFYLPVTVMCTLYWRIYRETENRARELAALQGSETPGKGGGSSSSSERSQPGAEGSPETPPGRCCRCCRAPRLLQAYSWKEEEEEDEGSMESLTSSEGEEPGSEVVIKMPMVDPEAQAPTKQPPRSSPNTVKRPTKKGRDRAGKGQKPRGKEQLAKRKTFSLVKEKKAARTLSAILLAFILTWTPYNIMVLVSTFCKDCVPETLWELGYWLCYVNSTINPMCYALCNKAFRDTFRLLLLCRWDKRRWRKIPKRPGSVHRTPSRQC
# CHO parental Ca: counter-screen: ATP calcium response change in parental CHO cells | inhibition, % at 5.6 µM | parental CHO-K1, ATP-induced calcium, Fluo-8 fluorescence | 0.63% of 330,000 active;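 active = inhibition above that plate's mean sample inhibition plus 3 SD, cut at about 26% in these data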;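 note: 0% = ATP-challenged DMSO wells and 100% = DMSO wells without ATP; some compounds past the cut are filed as inactive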
#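 Assay system: untransfected parental CHO cell line. Also added: ATP agonist challenge. Dosing: one dose, 5.6 µM nominal. Measured by: Fluo-8 fluorescence. Read-out: % inhibition. Benchmarks: ATP wells versus no-ATP DMSO wells. Repeats: no replicates.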
# TAAR1 antag: antagonists of human TAAR1 | 1.5% of 360,000 active | CHO RD-HGA16 TAAR1, Fluo-8 calcium fluorescence, antagonist | Q96RJ0 | inhibition, % at 3 µM | AID 624466;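 active = inhibition above a per-plate cutoff, the mean inhibition of test compounds on that plate plus 3 SD, cut at about 49% in these data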;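 note: 0% = DMSO plus EC80 beta-PEA response and 100% = DMSO alone without agonist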
#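 Test system – hTAAR1-expressing CHO RD-HGA16 cells, Gα16-coupled · Reagent – β-PEA at EC80 concentration, post-compound challenge · Compound dosing – 3 µM, single point · Timing – 140 s kinetic read after compound, 140 s after agonist · Detection – Fluo-8 intracellular calcium dye fluorescence, real-time kinetic reads · Control set – DMSO and EC80 PEA controls · Repeats – n of 1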
# CHO-K1 Ca antag: counter-screen for M1 antagonists: effect in parental CHO-K1 cells; ATP-induced calcium, Fluo-8 fluorescence; inhibition, % at 3 µM; 0.6% of 360,000 active; AID 602250;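 active = inhibition above a per-plate cutoff, the plate's mean sample inhibition plus 3 SD, cut at about 24% in these data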;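 note: 0% = DMSO plus EC80 ATP and 100% = DMSO alone without ATP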
# CHO-K1 Ca PAM: counter-screen for M1 PAMs: effect in parental CHO-K1 cells; activation, % at 3 µM; 0.02% of 360,000 active; AID 602247; ATP EC20, Fluo-8 calcium fluorescence; 0% at ATP EC20, 100% at ATP max;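 active = activation above the run cutoff, the mean activation of all test compounds plus 3 SD, cut at about 40% in these data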;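 note: peak over basal fluorescence ratio in a 140 s read after ATP addition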
# CHRM1 agonist: agonists of human M1 muscarinic receptor; CHO-K1 hM1, Fluo-8 calcium fluorescence, agonist mode; 0% DMSO, 100% acetylcholine EC100; activation, % at 3 µM; 0.33% of 360,000 active;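 active = activation above the run's mean compound activation plus 3 SD, cut at about 16% in these data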;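 note: peak over basal fluorescence ratio within a 140 s kinetic read after compound addition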
# CHRM1 PAM: positive allosteric modulators of human M1 muscarinic receptor; CHO-K1 hM1, Fluo-8 calcium fluorescence, ACh EC20; 0% = ACh EC20, 100% = maximal ACh; activation, % at 3 µM; P11229; 0.088% of 360,000 active; in the data active = activation above about 19%, passing the limit was not always enough
# Starred values were filed as active, the others as inactive; nt = no result given.
nr	SMILES	TAAR1 agonist	M1 ag parental	CHRM1 antagonist	CHO parental Ca	TAAR1 antag	CHO-K1 Ca antag	CHO-K1 Ca PAM	CHRM1 agonist	CHRM1 PAM
1	Cc1ccc[n+](CC(=O)Nc2c(Cl)cc(Cl)cc2Cl)c1	3	0.6	-4	-9	-2	-11	18	-8	1
2	O=C(CN(c1ccccc1)S(=O)(=O)c1ccccc1[N+](=O)[O-])N1CCCC1	-4	-0.2	-4	-1	-4	-14	7	-4	1
3	CCOC(=O)C1CCN(Cc2ccc(OCc3ccccc3)c(OC)c2)CC1	nt	-0.2	0	-11	nt	5	-20	-11	-6
4	COc1ccccc1OCCCCCCN1CCOCC1	12	0.2	-1	-3	4	-9	-7	-5	2
5	CCOc1ccc(NC(=O)NCCCSC2CCCCC2)cc1	17	3.2	0	-19	6	-5	27	-3	-10
6	S=c1[nH]nc(-c2cccnc2)o1	-1	-0.3	1	-7	6	2	1	-1	2
7	O=C1CN(O)C=C2N=c3ccccc3=C2N1c1ccc([N+](=O)[O-])cc1	-1	0.1	0	-3	12	1	20	-5	4
8	O/N=C/c1ccccc1Oc1ccccc1	4	4.4	-5	-12	-8	-4	12	-4	3
9	CCC(=O)Nc1cccc2c1C(=O)N(C)C2=O	-1	0.4	-4	-8	-6	-6	18	-3	3
10	O=C(CN1C(=O)C2CCCCC2C1=O)OCn1nnc2ccccc2c1=O (stereo not given)	3	0.0	3	-2	6	-2	15	-3	4
11	CS(=O)(=O)N(CC(=O)N1CCOCC1)Cc1ccc(Cl)cc1	10	0.2	-5	-7	-7	-12	13	-3	0
12	O=C(COC(=O)/C=C/c1ccc(S(=O)(=O)N2CCc3ccccc32)cc1)NC1CCS(=O)(=O)C1 (stereo not given)	2	1.0	5	-11	15	17	-1	-8	5
13	Cc1cccc(S(=O)(=O)NC(=O)C2(C)CCN2C(=O)Cc2ccsc2)c1 (stereo not given)	1	0.6	4	nt	5	-10	15	-1	-4
14	NC(=O)c1ccsc1NC(=O)COC(=O)C1CC2CCCC(C1)C2=O (stereo not given)	2	4.6	12	-19	3	-2	3	-1	1
15	c1csc(-c2nc(-c3ccc(-c4ccon4)s3)no2)c1	0	0.0	-7	-9	-1	-11	3	-3	0
16	CCOC(=O)CN1C(=O)N[C@@H](c2ccccc2)[C@@H](C(=O)OC)[C@H]1C	9	0.3	-9	-9	-3	-7	9	-2	6
17	COc1cc(/C=N/NC(=O)CNC(=O)c2ccncc2)ccc1OC(C)=O	1	0.5	-8	2	-20	4	7	0	5
18	CCOc1ccc(S(=O)(=O)NC(=O)c2ccccc2)cc1	1	1.2	-5	-8	-14	-6	7	-2	8
19	COc1ccc(NC2CCCN(C(=O)CCN3CCCC3=O)C2)cc1OC (stereo not given)	1	0.1	2	-13	-10	-9	4	4	0
20	COC(=O)CCCC[C@@H]1O[C@H](CCc2ccccc2)Cc2[nH][nH]c(=O)c21	5	0.7	nt	nt	-1	-9	10	nt	nt

# Next part:
nr	SMILES	TAAR1 agonist	M1 ag parental	CHRM1 antagonist	CHO parental Ca	TAAR1 antag	CHO-K1 Ca antag	CHO-K1 Ca PAM	CHRM1 agonist	CHRM1 PAM
21	Nc1cc(=O)[nH]c(SCc2cccc(Cl)c2)n1	6	0.8	-8	-1	0	0	13	1	9
22	O=C(COC(=O)c1ccccc1O)Nc1cc([N+](=O)[O-])ccc1Cl	1	-0.6	-3	-1	-11	2	-11	-3	-1
23	COc1ccccc1NC(=O)C(CC(C)C)NC(=O)C1CCCCC1 (stereo not given)	10	0.1	-12	-23	-8	-3	14	-3	11
24	Cc1ncc(CO)c(/C=N/N=C/c2ccccc2O)c1O	2	0.2	3	13	-14	5	-4	0	0
25	COC(=O)C1=C(C)N(CC2CCCO2)C(=O)C1 (stereo not given)	6	-0.1	-7	-8	17	-1	10	-2	9
26	O=C(NC1CC1)C1CCN(C2CCN(C(=O)c3ccc4cccc(F)c4n3)CC2)CC1	2	0.6	-5	6	-22	-17	2	-1	7
27	CC(=O)Nc1cc2c(cc1Cl)-c1ccc(F)cc1C2O (stereo not given)	3	0.4	-5	nt	-9	-20	26	-2	3
28	O=C(Cc1ccc(F)cc1)N1CCN(c2ccc(F)cc2)CC1	4	2.7	-16	-12	3	-16	18	-2	4
29	CC(OC(=O)CN1C(=O)c2ccccc2C1=O)C(=O)NCc1ccccc1 (stereo not given)	2	0.3	-1	-9	-21	-3	9	-2	4
30	Cc1ccc(C)c(S(=O)(=O)N2CCC3(CC2)OCCN3S(=O)(=O)c2cccs2)c1	2	1.3	1	-24	-20	-2	-16	-1	1
31	CCNC(=O)CN(c1ccc(C)cc1)S(=O)(=O)c1ccc(SC)cc1	5	-0.1	-6	-4	-2	19	-9	-3	11
32	CC(CNS(=O)(=O)c1ccccc1)(c1ccccc1)N1CCOCC1 (stereo not given)	0	0.3	8	-16	11	-1	10	-7	-3
33	O=C1Nc2cc(Cl)ccc2Nc2cscc21	13	1.3	7	-1	0	-11	15	-8	2
34	COc1ccc(-c2cc(-c3ccccc3)nc3ncnn23)cc1	-2	0.4	-8	-1	5	-1	9	-3	4
35	CCCCN1C(=O)Nc2ccccc2S1=O (stereo not given)	-1	0.8	-7	-4	13	-9	11	-3	-2
36	Cc1ccnc(NC(=O)Cn2ccc([N+](=O)[O-])n2)c1	0	3.0	3	-8	-11	-13	32	-6	-3
37	O=C(NCC1CCCO1)c1ccc2c(=O)n(Cc3ccc(Cl)cc3)c(=S)[nH]c2c1 (stereo not given)	2	-0.1	5	5	6	-4	1	-2	1
38	Cn1nc(N)c2c(-c3ccc(Cl)cc3)c(C#N)c(N)nc21	0	-0.1	-1	-15	-1	-7	3	0	3
39	CC(C)n1cc(CN2CCCC(C(=O)Nc3cccc(-c4cc5ccccc5[nH]4)c3)C2)cn1 (stereo not given)	40*	1.5	3	1	35	10	-1	4	13
40	CCOC(=O)Cc1csc(NC(=O)Cc2ccccc2[N+](=O)[O-])n1	4	0.4	-9	-15	0	-1	3	-5	12

# Twelve entries already listed, ordered by heavy-atom count, lowest first:
nr	SMILES	TAAR1 agonist	M1 ag parental	CHRM1 antagonist	CHO parental Ca	TAAR1 antag	CHO-K1 Ca antag	CHO-K1 Ca PAM	CHRM1 agonist	CHRM1 PAM
35	CCCCN1C(=O)Nc2ccccc2S1=O (stereo not given)	-1	0.8	-7	-4	13	-9	11	-3	-2
25	COC(=O)C1=C(C)N(CC2CCCO2)C(=O)C1 (stereo not given)	6	-0.1	-7	-8	17	-1	10	-2	9
36	Cc1ccnc(NC(=O)Cn2ccc([N+](=O)[O-])n2)c1	0	3.0	3	-8	-11	-13	32	-6	-3
27	CC(=O)Nc1cc2c(cc1Cl)-c1ccc(F)cc1C2O (stereo not given)	3	0.4	-5	nt	-9	-20	26	-2	3
24	Cc1ncc(CO)c(/C=N/N=C/c2ccccc2O)c1O	2	0.2	3	13	-14	5	-4	0	0
34	COc1ccc(-c2cc(-c3ccccc3)nc3ncnn23)cc1	-2	0.4	-8	-1	5	-1	9	-3	4
40	CCOC(=O)Cc1csc(NC(=O)Cc2ccccc2[N+](=O)[O-])n1	4	0.4	-9	-15	0	-1	3	-5	12
31	CCNC(=O)CN(c1ccc(C)cc1)S(=O)(=O)c1ccc(SC)cc1	5	-0.1	-6	-4	-2	19	-9	-3	11
29	CC(OC(=O)CN1C(=O)c2ccccc2C1=O)C(=O)NCc1ccccc1 (stereo not given)	2	0.3	-1	-9	-21	-3	9	-2	4
30	Cc1ccc(C)c(S(=O)(=O)N2CCC3(CC2)OCCN3S(=O)(=O)c2cccs2)c1	2	1.3	1	-24	-20	-2	-16	-1	1
26	O=C(NC1CC1)C1CCN(C2CCN(C(=O)c3ccc4cccc(F)c4n3)CC2)CC1	2	0.6	-5	6	-22	-17	2	-1	7
39	CC(C)n1cc(CN2CCCC(C(=O)Nc3cccc(-c4cc5ccccc5[nH]4)c3)C2)cn1 (stereo not given)	40*	1.5	3	1	35	10	-1	4	13

# Later entries.
nr	SMILES	TAAR1 agonist	M1 ag parental	CHRM1 antagonist	CHO parental Ca	TAAR1 antag	CHO-K1 Ca antag	CHO-K1 Ca PAM	CHRM1 agonist	CHRM1 PAM
41	Clc1nc(-c2ccccc2)cc(-c2ccccc2)n1	8	0.7	-10	-27	3	-6	21	-11	8
42	O=C(O)c1ccc(Cl)c(S(=O)(=O)N2CCC(Cc3ccccc3)CC2)c1	1	1.5	-17	-6	-8	-6	4	-3	10
43	COc1cccc(C(=O)Nc2c3c(nn2-c2ccc([N+](=O)[O-])cc2)CS(=O)(=O)C3)c1	7	3.5	5	-5	-21	0	3	2	0
44	O=C(NCc1ccco1)C(=S)N1CCCCC1	1	0.2	-15	-1	-9	-13	5	-2	11
45	C=CCn1c(SCc2nnc(-c3ccccc3)o2)nnc1C(O)c1ccccc1 (stereo not given)	2	0.6	2	-18	15	-16	12	-1	2
46	Cc1c(NC(=O)CCC(=O)N2CCCCC2)c(=O)n(-c2ccccc2)n1C	10	0.2	-14	-11	-20	-1	1	-5	1
47	CN1CCN(C2CC(=O)N(Cc3ccc(N4CCCC4=O)cc3)C2=O)CC1 (stereo not given)	4	-0.2	3	3	2	-9	11	-5	1
48	O=C1C(=Cc2ccco2)CCC1=Cc1ccco1	2	0.0	-17	nt	-10	-15	11	0	12
49	Cc1cccc(C)c1N=Cc1c(C(F)(F)F)[nH][nH]c1=O	-1	-0.3	0	-6	-1	-3	12	-4	6

# Only CHO-K1 Ca antag (2 entries from above):
No. | Molecule | CHO-K1 Ca antag
46 | Cc1c(NC(=O)CCC(=O)N2CCCCC2)c(=O)n(-c2ccccc2)n1C | -1
47 | CN1CCN(C2CC(=O)N(Cc3ccc(N4CCCC4=O)cc3)C2=O)CC1 (stereo not given) | -9
